PDI inh = inhibitors of human protein disulfide isomerase | P07237 | PDI insulin aggregation turbidity, A650, 90 min | inhibition, % at 10 µM | 0.052% of 350,000 active | AID 588391;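 active means mean inhibition across replicates of 30% or more, whatever share of single replicates reach that level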;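 further: absorbance from insulin aggregation driven by PDI reduction with DTT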
Target sequence (P07237 whole entry, looked up): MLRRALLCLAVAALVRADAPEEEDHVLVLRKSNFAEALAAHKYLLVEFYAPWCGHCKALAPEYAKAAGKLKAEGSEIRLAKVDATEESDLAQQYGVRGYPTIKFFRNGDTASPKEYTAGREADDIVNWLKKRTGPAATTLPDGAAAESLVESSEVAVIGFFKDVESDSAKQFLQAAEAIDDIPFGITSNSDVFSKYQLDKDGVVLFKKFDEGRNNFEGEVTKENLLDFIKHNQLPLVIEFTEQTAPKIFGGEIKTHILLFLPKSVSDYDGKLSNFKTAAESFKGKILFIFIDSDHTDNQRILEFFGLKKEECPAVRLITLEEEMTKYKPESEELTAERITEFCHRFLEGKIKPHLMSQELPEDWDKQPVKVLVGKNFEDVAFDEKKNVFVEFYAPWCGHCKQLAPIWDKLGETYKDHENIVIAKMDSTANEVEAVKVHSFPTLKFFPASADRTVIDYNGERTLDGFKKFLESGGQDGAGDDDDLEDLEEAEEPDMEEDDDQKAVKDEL
HIF-2a block = blocks HIF-2a reporter activity; AID 624352; inhibition, % at 18.8 µM; 0.72% of 360,000 active; 786-0 RCC cells HIF-2a reporter, luciferase luminescence, overnight;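 active means inhibition of the luminescence signal of 40% or more relative to plate controls, in a single-dose primary screen at 18.75 µM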
NR2E3 ag-1 = agonists of human NR2E3 nuclear receptor. 0.35% of 360,000 active. inhibition of corepressor binding, % at 3.98 µM. CHO-S Gal4-NCOR/VP16-NR2E3 two-hybrid, luciferase. AID 602229;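 active means inhibition above the mean of all tested compounds plus 3 SD, cut at about 70% in these data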;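 further: 0% = DMSO with NR2E3 transfected cells and 100% = cells lacking NR2E3 construct; higher means lower luciferase signal from less NR2E3 corepressor binding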
Target sequence (Q9Y5X4 whole entry, looked up, the tested form may be a part): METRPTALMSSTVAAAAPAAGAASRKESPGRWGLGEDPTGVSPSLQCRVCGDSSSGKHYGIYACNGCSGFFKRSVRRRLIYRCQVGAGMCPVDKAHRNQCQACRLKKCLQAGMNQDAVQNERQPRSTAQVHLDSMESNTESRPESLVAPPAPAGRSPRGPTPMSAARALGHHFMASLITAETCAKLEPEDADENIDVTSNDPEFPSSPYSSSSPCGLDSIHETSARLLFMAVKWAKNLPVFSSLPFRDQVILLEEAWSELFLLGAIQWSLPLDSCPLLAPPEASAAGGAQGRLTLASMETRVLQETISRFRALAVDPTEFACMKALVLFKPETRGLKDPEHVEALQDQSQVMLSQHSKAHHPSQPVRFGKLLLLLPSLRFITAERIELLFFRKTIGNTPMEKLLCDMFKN
CaV13 ICDI inh = Disruptors of the CACNA1D IQ motif to Ca2+-dependent inactivation inhibitor domain association, primary screening, Förster resonance energy transfer in intact living …; HEK cells, CFP/YFP FRET ICDI-IQ, plate reader, 10 min; percent FRET-ratio fall versus neutral wells; inhibition, % at 12.3 µM; 0.098% of 340,000 active; AID 743397;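 active means mean replicate inhibition of at least 30% and at least 1% of replicates passing that level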;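 further: 0% = median of the neutral control wells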
Granule exo inh = blocks lytic granule exocytosis; inhibition, % at 10 µM; AID 651702; TALL-104 LAMP-1 surface exposure, flow cytometry; cells stimulated with thapsigargin and PMA; 0.66% of 360,000 active;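 active means inhibition above about 55%, limit read from the data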
Peg3 promoter = Peg3 promoter activity inhibition; 1.7% of 360,000 active; AID 588405; inhibition, % at 20 µM; HeLa PEG-Prom luciferase reporter, luminescence, overnight;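 active means inhibition of at least 50% at 20 µM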
MITF TRPM1 inh = inhibitors of MITF-driven TRPM1 promoter in melanoma cells. SK-MEL-5 TRPM1 promoter luciferase, 24 h. inhibition, % at 12.5 µM. 0.83% of 330,000 active. AID 488899;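 active means mean inhibition across replicates of 60% or more, whatever share of single replicates reaches that level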; further: values of inactives mirror those of a sister screen read the other way
hiPSC survival = increases survival of single human iPS cells | hiPSC single-cell survival, ATPlite luminescence; 100% = ROCK inhibitor wells, 0% = DMSO | survival enhancement, % at 20 µM | 0.044% of 360,000 active | AID 602274; in the data active means survival enhancement above about 18%;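 further: cells exposed to compounds for 16 hours before the ATP read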
NR2E3 ag-2 = NR2E3 (human) agonism; GST-NR2E3/biotin-RetCOR TR-FRET, 1536-well; inhibition of corepressor binding, % at 4.78 µM; Q9Y5X4; 0.12% of 320,000 active; AID 2300;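 active means percent inhibition above the cutoff of mean plus 3 SD of all tested compounds, set per screening campaign, cut at about 20% in these data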;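 further: 0% = DMSO wells and 100% = biotin wells as full block of FRET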
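Test system: GST-NR2E3 and biotin-RetCOR proteins | Quantity: 1.35 nM GST-tagged NR2E3 final | Medium: Tris pH 7.5 | Also added: 7 nM biotin-RetCOR | Dosing: Compound at 4.8 µM, single dose | Timing: 5 h at 4 °C | Detection: Time-resolved FRET | Read-out basis: Percent inhibition | Benchmarks: Biotin wells as high control, 0.6% DMSO wells as low control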
Vif inh = inhibitors of HIV Vif | HEK293T cells, Vif self-association by quenched fluorescence, imaging, 24 h | inhibition, % at 7.49 µM | 0.35% of 340,000 active; in the data active means inhibition above about 50%, passing the limit was not always enough; further: some results filed as inactive read as strong as hits
aDG glyco act = alpha-DG glycosylation activation; Pro5-aDG cells, alpha-DG glycosylation AlphaScreen (IIH6); 0% Pro5, 100% B10-LARGE cell signal; AID 624168; activation, % at 10 µM; 0.22% of 360,000 active;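 active means activation of at least 8% versus controls, or a plate z-score of at least 8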;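 further: Pro5 are CHO cells carrying HIG-tagged alpha-DG that lacks glycosylation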
Active calls of the source: *; · = no result given.

SMILES	PDI inh	HIF-2a block	NR2E3 ag-1	CaV13 ICDI inh	Granule exo inh	Peg3 promoter	MITF TRPM1 inh	hiPSC survival	NR2E3 ag-2	Vif inh	aDG glyco act
Cc1cc(NC(=O)Nc2cccc(C(F)(F)F)c2)n(C)n1	10.5	15.7	-13.9	8.3	-1.0	22.9	1.2	-4.5	0.5	0.1	0.2
COCCNC(=O)C(c1ccc(OC)cc1)N(Cc1ccco1)C(=O)CCC(=O)Nc1ccccn1 (configuration not stated)	-6.2	10.8	-16.5	-5.2	-4.6	-12.7	-8.7	-0.3	-0.1	23.1	-0.1
COc1ccc(NC(=O)N2CCCC2C(=O)Nc2ccc(C)c(Cl)c2)cc1 (configuration not stated)	-0.6	15.8	-17.0	·	0.8	9.9	-1.5	-0.8	5.5	5.2	2.5
COc1ccc(C(=O)NN=C2CCCC2)cc1OC	2.4	13.4	-25.3	-6.4	5.6	9.4	4.6	-0.3	1.1	17.1	-0.2
C=CCn1c(SCC(=O)Nc2ccc(F)cc2F)nnc1-c1cnccn1	-6.4	-112.8	-59.9	-3.0	-4.7	-140.6	-21.6	-0.4	0.1	6.0	0.0
CCOC(=O)CN1CCC(c2ccccc2)CC1	8.8	5.2	-5.6	-4.1	-2.3	19.6	15.0	0.0	-2.2	12.2	-0.1
CC1CCCCC1NC(=O)CSc1nnc(-c2ccco2)n1N (configuration not stated)	-1.8	5.0	-18.3	-5.4	10.5	-1.8	·	1.4	·	-0.5	0.1
Fc1ccc(CNc2ccccn2)cc1	-4.7	-60.4	-17.2	-20.4	-1.0	-24.5	-7.0	-0.3	·	-2.0	-0.1
O=C1OCCN1C(=O)[C@H]1[C@H](c2ccccc2)C(c2ccc(F)cc2)=NN1c1ccccc1	-10.6	-0.4	-18.8	-9.9	-4.2	15.2	5.8	-0.3	·	-3.7	0.0
COc1cccc(CN2CCC(N(CCc3ccccc3)Cc3ccccc3)CC2)c1OC	0.5	1.8	11.8	-2.9	28.2	20.8	-9.8	-2.6	1.6	-2.1	0.7
Cc1cc(C)nc(N2CCC(C(=O)Nc3ccc4c(c3)CCC4)CC2)n1	1.3	2.8	7.3	-4.8	1.2	6.9	11.9	1.7	-6.1	-1.1	0.2
CCc1ccc(NC(=O)CCS(=O)(=O)c2ccc3c(c2)CCN3C(C)=O)cc1	3.8	10.2	11.9	-6.8	4.2	18.3	-1.4	0.3	-1.6	-4.4	0.2
O=C(NCCc1ccccc1)c1ccccc1NS(=O)(=O)N1CCCC1	-0.3	-162.5	-48.4	-12.8	9.2	-82.2	-50.8	0.5	1.5	-5.1	0.2
CC(CN1CCCCC1)OC(=O)/C=C/c1ccccc1 (configuration not stated)	-12.6	10.0	-16.8	-3.4	7.6	6.1	-4.6	0.4	2.1	-2.2	-0.1
CCOC(=O)C1CCCN(/C=C2\SC(=S)N(CC)C2=O)C1 (configuration not stated)	0.0	0.0	-7.2	-20.0	0.5	-11.0	1.2	-0.2	-0.5	-4.9	0.3
O=C(NCc1ccco1)c1ccc(-c2csnn2)cc1	6.0	-17.8	-8.2	-4.1	-6.3	-33.9	-17.3	-0.2	-4.4	-5.3	-0.2
CC(C)(C)OC(=O)NOCC(=O)N(CC(=O)c1ccccc1)Cc1ccccc1	-1.2	-6.4	-11.8	-10.1	-10.2	6.9	-16.7	1.3	5.5	-14.6	0.0
CC(C)CCc1noc(CN(C)CC2CCN(Cc3ccccc3)CC2)n1	-6.8	15.7	-12.1	-2.3	1.0	13.5	3.9	0.9	0.4	-2.2	0.5
C#Cc1ccc([C@H]2C=C(C(=O)O)O[C@@H](OCc3ccc(CO)cc3)C2)cc1	2.9	11.9	-9.7	-5.1	32.9	-5.2	-17.4	1.0	4.7	-34.5	0.1
Cc1cc(/C=N/n2cnnc2)c(C)n1-c1ccccc1	-4.5	-25.4	-11.5	-0.1	0.6	16.6	8.8	-1.0	-3.0	-3.7	-0.3
c1ccc(CSc2ccc(-c3ccccn3)nn2)cc1	8.1	-198.8	-156.5	5.9	-1.0	-194.1	-1.7	-0.3	-0.4	-0.5	0.1
Cc1cc(C)c2c(c1)/C(=N/NC(=O)c1ccc(O)cc1)CCC2	2.5	8.2	-15.7	-6.7	0.1	-13.0	-6.4	3.4	3.0	5.2	0.2
CCOc1ccccc1N(CC(=O)N1CCN(Cc2ccccc2)CC1)S(=O)(=O)c1ccccc1	-1.8	18.6	10.3	-5.2	-5.1	18.1	·	3.9	·	0.9	0.1
CCOC(=O)c1cc(CC)sc1N	·	-11.4	-9.4	·	-1.9	-1.4	-5.1	-0.5	-2.8	-4.2	0.3
c1ccc(OCCN2C3=NCCN3c3ccccc32)cc1	-0.4	19.7	1.5	·	-3.0	-0.9	-7.8	-2.6	-2.1	-0.5	-0.1

Next section, starting with the last three of the part before.
SMILES	PDI inh	HIF-2a block	NR2E3 ag-1	CaV13 ICDI inh	Granule exo inh	Peg3 promoter	MITF TRPM1 inh	hiPSC survival	NR2E3 ag-2	Vif inh	aDG glyco act
CCOc1ccccc1N(CC(=O)N1CCN(Cc2ccccc2)CC1)S(=O)(=O)c1ccccc1	-1.8	18.6	10.3	-5.2	-5.1	18.1	·	3.9	·	0.9	0.1
CCOC(=O)c1cc(CC)sc1N	·	-11.4	-9.4	·	-1.9	-1.4	-5.1	-0.5	-2.8	-4.2	0.3
c1ccc(OCCN2C3=NCCN3c3ccccc32)cc1	-0.4	19.7	1.5	·	-3.0	-0.9	-7.8	-2.6	-2.1	-0.5	-0.1
CC(=O)NC1(c2cccc(F)c2)CCN(CC(=O)NC(C)C)CC1	5.8	6.4	11.3	-4.3	-0.6	6.7	-18.8	-2.9	-1.5	3.4	-0.1
Cn1nccc1C(=O)Nc1sc2c(c1C#N)CCCC2	-2.3	-214.8	-49.5	-12.7	3.8	-205.6	-22.5	1.0	0.9	4.8	-0.5
Cc1ccc2c(c1)NC(=O)C(CC(=O)N(C)Cc1ccccc1)O2 (configuration not stated)	·	-28.4	-36.4	-10.2	5.3	-7.6	·	2.2	2.7	-1.7	-0.1
CC1CCN(CCCCOc2cccc(C(C)C)c2)CC1	8.0	5.9	7.0	-20.5	39.6	-2.8	-14.6	1.2	2.2	-3.8	0.5
CN1OC[C@@H]2CN(C(=O)C(C)(C)C)[C@H](c3ccc(-c4cccnc4)cc3)C[C@@H]21	·	5.5	-4.9	-10.5	-1.3	7.3	·	-1.1	·	-3.7	-0.1
CC(C)Cc1cc(C(=O)N2CCCC(CCC(=O)N(C)CCc3ccccn3)C2)no1 (configuration not stated)	7.1	14.0	7.1	1.8	5.3	-0.2	4.3	0.5	3.4	·	0.1
O=C(Nc1ccccc1)NC1CCN(Cc2c(F)cccc2Cl)CC1	-1.4	14.4	34.0	-4.2	12.8	9.8	17.0	-0.5	0.6	-0.6	0.0
COc1ccc(C(=O)Cc2nnc(C)s2)cc1	-2.1	-135.2	-24.9	-8.0	-0.4	-142.8	-77.4	-2.8	-2.8	7.2	-0.1
O=C(CN1CCN(Cc2ccc(Cl)cc2)CC1)N/N=C/C=C/c1ccccc1[N+](=O)[O-]	3.4	1.1	-18.6	-13.5	-1.5	29.1	15.3	2.5	-1.4	-11.7	0.0
CC1(C)NS(=O)(=O)Oc2ccccc21	-2.5	10.1	-12.9	-11.6	-4.5	8.7	-16.9	14.8	0.8	-0.9	0.2
O=C(Nc1ccc2ccccc2c1)c1ccccc1F	1.2	-191.0	-131.1	-1.7	-0.4	-228.1	-7.7	2.1	1.2	0.6	0.0
Cc1ccc(S(=O)(=O)N2CCN(C(=O)c3ccc(OCc4c(C)noc4C)cc3)CC2)cc1	4.8	17.0	14.5	-4.4	0.0	19.6	1.4	-0.5	6.3	-0.8	0.1
COC(=O)c1ccc2nc(-c3ccco3)c(Cc3ccccc3)n2c1	·	-17.4	-13.3	-3.8	24.9	-35.5	·	2.5	·	·	0.0
COC(=O)c1c(Sc2ccccc2)c2ccccc2n1C	4.5	21.1	5.2	-21.3	-8.3	20.2	6.9	1.4	6.5	-3.8	0.2
CC(C)Oc1cc(F)ccc1-c1cc(C(=O)Nc2ccccc2)[nH]n1	0.2	-108.2	-99.1	-10.9	-2.4	-101.9	·	1.3	·	1.3	0.5
CCn1c(SCC(=O)Nc2c(C)n(C)n(-c3ccccc3)c2=O)nc2c1c(=O)n(C)c(=O)n2C	6.6	10.2	-2.6	1.4	1.5	4.6	4.8	-0.4	-0.1	-3.7	-0.4
Cc1ccc(C(=O)NCCNC(=O)c2ccc(C)nc2)cc1	-4.7	9.0	-0.6	-4.3	-3.6	-6.5	-4.2	-0.2	-1.0	-1.9	-0.2
O=C(C[C@H]1C[C@H](C(=O)N2CCCCC2)[C@@]2(CCc3ccccc3)c3[nH]c4ccc(Cl)cc4c3CCN2C1=O)NCc1ccco1	-7.7	21.8	-58.7	-4.8	-6.9	11.7	22.6	-1.5	·	-11.3	0.2
COc1ccc(OCC(=O)Nc2ccc3c(c2)nc(CCN2CCN(C)CC2)n3C)cc1	-1.7	6.4	-15.8	-2.1	-3.0	3.7	0.5	-0.3	2.1	-4.5	0.1
O=C(c1cc(S(=O)(=O)N2CCC3(CC2)OCCO3)ccc1F)N1CCCCC1	-0.2	11.9	5.1	-8.3	1.7	-2.3	-7.7	-0.2	0.4	-3.4	-0.1
COc1cc2c(cc1CNC[C@H]1O[C@@H](n3cnc(C(N)=O)n3)[C@H](O)[C@@H]1O)OCO2	-1.7	0.8	-11.9	-5.2	3.0	9.7	5.7	0.7	·	-4.7	-0.2
COc1ccccc1C(=O)Oc1cc(C)[nH]c(=O)c1[N+](=O)[O-]	5.6	4.7	-3.3	-4.6	0.4	3.8	-17.6	0.1	-2.1	0.8	0.2
CC(=O)Nc1c(O)nc(SC/C=C/CSc2nc(O)c(NC(C)=O)c(=O)[nH]2)[nH]c1=O	-5.7	-0.1	-10.2	-6.8	-2.0	14.5	-4.1	-0.7	5.2	4.9	0.1
O=S(=O)(c1ccc2ccccc2c1)N1C=CC(C(F)(F)F)=NCC1	-3.9	13.1	-4.3	·	-0.7	10.1	7.3	1.4	-1.2	3.5	0.1
Cc1cccc(C(=O)N[C@@H](C)C(=O)N2CCN(c3ncccn3)CC2)c1	-5.1	11.4	-4.2	-3.1	7.4	11.4	10.2	-0.7	2.2	14.5	0.0
Cc1ccc(-c2n[nH]c(Cc3ccccc3)n2)cc1	-5.1	-252.4	-88.6	-2.0	-1.0	-312.6	-81.3	0.2	-0.7	-3.2	-0.2

Arranged by the number under NR2E3 ag-2 (smallest number first): three of the compounds above.
smiles,NR2E3 ag-2
COc1ccccc1C(=O)Oc1cc(C)[nH]c(=O)c1[N+](=O)[O-],-2.1
CC(=O)NC1(c2cccc(F)c2)CCN(CC(=O)NC(C)C)CC1,-1.5
COc1ccc(OCC(=O)Nc2ccc3c(c2)nc(CCN2CCN(C)CC2)n3C)cc1,2.1

Screening data deposited in PubChem BioAssay by several laboratories.
